Sm TGR block: qHTS Assay for the Inhibitors of Schistosoma Mansoni Peroxiredoxins. purified TGR, DTNB reduction, TNB absorbance 405 nm. Schistosoma mansoni thioredoxin glutathione reductase (TGR), Q962Y6. 360,000 compounds, 3% hits. Potency, µM (highest dose often 114 µM), for the others: at the top dose activity change, negative = inhibition, most hits filed as inhibitors. AID 485364, 2010; note: potency is the fitted concentration of half-maximal effect; nearly all actives have a fitted effect of over 60% in size
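Kinetic colorimetric format: TGR-catalysed, NADPH-driven DTNB reduction monitored via TNB absorbance. Enzyme dispensed at 20 nM; compound exposure 15 min at room temperature before reaction start.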
AMA1-RON2 inh: qHTS for Inhibitors of AMA1-RON; Towards Development of Antimalarial Drug Lead: Primary Screen; Plasmodium falciparum AMA1 (3D7) - RON2 peptide interaction; AlphaScreen AMA1-biotinylated RON2 peptide binding; Potency, µM (top dose mostly 58.2 µM), inactives show top-dose activity change, negative = inhibition, usual class: inhibitors; 360,000 compounds, 0.2% hits; AID 720542, 2013;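 note: potency is the fitted concentration of half-maximal effect; 0% = vehicle wells and -100% = peptide control; nearly all actives have a fitted effect of over 45% in size; some results filed as inactive show a strong effect at the top dose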
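AMA1 (3D7) with his tag at 25 nM final met compounds first, then biotinylated RON2 peptide at 25 nM; detection used donor plus acceptor beads, 10 µg/mL apiece, read by AlphaScreen after 30 min at room temperature.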
FBPA Giardia inh: qHTS Assay for Inhibitors of Fructose-1,6-bisphosphate Aldolase from Giardia Lamblia. A8B2U2. purified Giardia FBPA. Potency, µM (top dose mostly 59.6 µM), without a hit: top-dose activity, negative = inhibition, actives largely listed as inhibitors. 290,000 compounds, 0.71% hits. AID 2451, 2010; note: potency is the fitted concentration of half-maximal effect; nearly all actives have a fitted effect of over 55% in size
Target sequence (A8B2U2 whole entry, looked up): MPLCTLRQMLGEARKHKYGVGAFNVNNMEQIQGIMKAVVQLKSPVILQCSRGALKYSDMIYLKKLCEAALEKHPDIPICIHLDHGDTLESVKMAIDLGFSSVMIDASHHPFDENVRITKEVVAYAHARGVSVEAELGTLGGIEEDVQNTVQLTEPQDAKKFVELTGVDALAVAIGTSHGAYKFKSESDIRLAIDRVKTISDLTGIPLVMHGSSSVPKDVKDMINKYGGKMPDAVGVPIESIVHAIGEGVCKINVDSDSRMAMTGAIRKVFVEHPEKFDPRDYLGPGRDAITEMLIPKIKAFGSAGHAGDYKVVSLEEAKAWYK
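Giardia FBPA (40 nM reagent) was preincubated 10 min at RT with compound (up to 57.5 uM final), then substrate plus GAPDH/TPI/NAD/arsenate coupling system with diaphorase/resazurin was added; resorufin fluorescence (525/598 nm) was read after 20 min.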
AmpC detergent: qHTS Inhibitors of AmpC Beta-Lactamase (assay with detergent) | P00811 | AmpC hydrolysis of nitrocefin, absorbance 480 nm, 0.01% Triton | Potency, µM (highest dose often 114 µM), for inactives: at the highest dose activity change, negative = inhibition, actives largely listed as inhibitors | 370,000 compounds, 0.041% hits | AID 485294, 2010;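 note: potency is the fitted concentration of half-maximal effect; 0% = no-compound wells and -100% = no-enzyme wells; nearly all actives have a fitted effect of over 25% in size; some results filed as inactive show a strong effect at the top dose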
Target sequence (P00811 whole entry, looked up): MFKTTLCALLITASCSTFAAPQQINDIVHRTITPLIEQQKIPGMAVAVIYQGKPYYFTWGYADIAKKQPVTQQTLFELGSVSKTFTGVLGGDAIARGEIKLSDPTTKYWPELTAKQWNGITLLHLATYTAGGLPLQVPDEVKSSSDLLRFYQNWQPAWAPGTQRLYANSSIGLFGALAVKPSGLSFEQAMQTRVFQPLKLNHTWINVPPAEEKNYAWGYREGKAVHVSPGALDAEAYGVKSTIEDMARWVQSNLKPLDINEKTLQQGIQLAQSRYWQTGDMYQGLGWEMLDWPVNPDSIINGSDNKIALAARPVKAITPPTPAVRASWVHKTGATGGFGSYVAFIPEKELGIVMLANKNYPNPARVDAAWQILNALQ
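20 mM phosphate pH 7.0 + 0.01% (detergent screen) or 0.0001% Triton X-100; 5.3 nM AmpC reagent; cpd preinc 15 min RT; nitrocefin (800 uM stock) to start; A480 q20 s × 4 min; Activity was normalised to no-enzyme and no-compound control wells.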
HCV inhibitor: qHTS Assay for Inhibitors of Hepatitis C Virus (HCV) | Huh7.5.1 HCVcc-Cre infection, luciferase reporter, 44 h | Potency, µM (doses to about 41.8 µM), for the others: at the top dose activity change, negative = inhibition, usual class: inhibitors | 340,000 compounds, 3.4% hits | AID 651820, 2012; note: potency is the fitted concentration of half-maximal effect
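Infectious HCVcc-Cre (~0.5 moi) was added to cells just after compound, with cells seeded 4 h earlier at 1,000 per well. Luciferase activity after 44 h culture reported infection; substrate was incubated 15 min at room temperature before reading.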
HCMV inh: qHTS Assay for inhibitors of the human cytomegalovirus (HCMV); 410,000 compounds, 4.5% hits; activity change, negative = inhibition, % at 57.5 µM; HFF cells, HCMV-luciferase reporter, 72 h; active compounds read low; AID 1259415, 2018; in the data active = activity change below about -60%; inconclusive = no clear call, values can overlap the other calls; inactive = above about -39%
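Luciferase read-out from HCMV-luciferase-infected HFFs (MOI 1 PFU/cell) 72 h post infection at 37C; compounds added after 16 h cell attachment; activity normalized between buffer-only basal and Salinomycin (10uM) inhibitor controls.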
The depositor's hits bear a star; ? = inconclusive; / = not tested or not shown; & = joins results of further samples; [ ] = remark or other dose. Unless noted, calls come from the whole dose curve; as a rule, active = well fitted curve in the direction sought with a large enough effect; inconclusive = small, poorly fitted or top-dose-only effect, or another doubt; inactive = no such curve, though single readings can be large; an effect the other way counts as inactive or inconclusive. Unless noted, % is set by controls: 0 for no effect and ±100 for the full control effect. Compounds as they come; any-hit rate near 9.3%.

SMILES	Sm TGR block	AMA1-RON2 inh	FBPA Giardia inh	AmpC detergent	HCV inhibitor	HCMV inh
Cn1nnc(C(O)CNCc2ccc(Cl)cc2)n1 (centres undefined)	-2%	0%	-15%	0%	3%	5
Cc1nn(Cc2ccccc2Cl)c(C)c1C(=O)NCCN1C(=O)S/C(=C\c2ccccc2)C1=O	-6%	-9%	-2%	-1%	?	6
Cc1ncc(C[n+]2csc(CCOC(=O)CC34CC5CC(CC(C5)C3)C4)c2C)c(N)n1	45µM*	-2%	-20%	?	?	-4
CSc1ccccc1OCc1cc(C(=O)N2CCc3[nH]cnc3C2c2ccccn2)no1 (centres undefined)	?	3%	/	-2%	-17%	-60*
O=C(NCCOc1ccccc1)c1cccc(S(=O)(=O)NCc2ccccc2)c1	3%	0%	/	0%	?	38
Cn1ncc2c(Nc3cccc(F)c3)ncnc21	0%	/	/	-9%	/	6
COc1ccc(NC(=O)CSC2=NCCN2)cc1	33%	5%	-11%	?	-5%	45
O=C(NCc1ccccc1OC(F)(F)F)C1CCC(=O)N(C2CC2)C1 (centres undefined)	1%	4%	/	1%	-4%	2
Cc1cc(C)c(C)c(S(=O)(=O)N2CCC(C(=O)NCCCN3CCOCC3)CC2)c1C	-18%	19%	/	-3%	-26%	-12
COC(=O)C1=C(c2ccc(S(C)(=O)=O)cc2)C[C@@H]2CC[C@H]1N2C(=O)NCC1CC1	/	-3%	/	/	15%	18
O=C(CSc1nnc2ccccn12)NCc1cccs1	4%[11.4 µM]	0%	-3%	3%	21%	-10
CCOC(=O)N1CCN(C(=O)c2oc3ccc(S(=O)(=O)N4CC(C)CC(C)C4)cc3c2C)CC1 (centres undefined)	0%	-6%	-2%	-3%	?	?
Cc1ccc(C(CNS(=O)(=O)c2ccc(Br)cc2)N2CCN(C)CC2)cc1 (centres undefined)	-13%	19%	/	-9%	8.9µM*	-30
COc1ccc(CC(NC(C)=O)C(=O)NC2CCN(C(=O)NCc3ccccc3)CC2)cc1 (centres undefined)	0%	-7%	5%	-9%	5%	58
CCn1c(C)c(C)c2cc(C(=O)NCCCN3CCOCC3)ccc21	-12%	-8%	/	-6%	-2%	18
COc1ccc(/C=N/NC(=O)c2c(-c3ccccc3)noc2C)cc1	-1%	16%	-1%	6%	-1%	-6
CCOC(=O)c1sc2nc(C)n(N)c(=O)c2c1C	12%	3%	4%	?	9%	-40
O=C(CN1CCCCC1)Nc1cccc(Cl)c1Cl	5%	21%	1%	3%	5%	1
Cc1ccc(C)c(OCC(=O)Nc2c(C)n(C)n(-c3ccccc3)c2=O)c1	-23%	10%	/	-4%	6%	-33
O=C(COc1ccccc1O)NCCN1CCOCC1	-10%	2%	-2%	-9%	-1%	33
COc1ccc(C=O)cc1CSc1nnc(COc2cccc3cccnc23)o1	2%	-3%	-2%	0%	7%	-13
Cc1ccc(C(=O)Nc2nc(-c3cc(Cl)sc3Cl)cs2)cc1	-22%	18%	5%	-3%	?	-39
CSC(C1CCCC1)n1nnc2ccccc21 (centres undefined)	2%	-22%	/	2%	-3%	1
CCc1nn(CC(=O)NCc2ccco2)c(=O)c2cc3cc(F)ccc3n12	7%	/	/	9%	/	-5
Cc1ccc(-n2ncc3c(=O)[nH]c(SC(C)C)nc32)cc1	4%	11%	-2%	-11%	?	-96*

Profiles, quoted from the list.
Results for `COc1ccc(CC(NC(C)=O)C(=O)NC2CCN(C(=O)NCc3ccccc3)CC2)cc1` (centres undefined) → Sm TGR block: 0%; AMA1-RON2 inh: -7%; FBPA Giardia inh: 5%; AmpC detergent: -9%; HCV inhibitor: 5%; HCMV inh: 58
Results for `CCn1c(C)c(C)c2cc(C(=O)NCCCN3CCOCC3)ccc21` → Sm TGR block: -12%; AMA1-RON2 inh: -8%; FBPA Giardia inh: /; AmpC detergent: -6%; HCV inhibitor: -2%; HCMV inh: 18

The list goes on:
SMILES	Sm TGR block	AMA1-RON2 inh	FBPA Giardia inh	AmpC detergent	HCV inhibitor	HCMV inh
COc1cc2c(cc1OC)CN(C(=O)c1ccc3[nH]c(C)c(C)c3c1)CC2	0%	-7%	2%	-10%	-29%	16
Cc1nn(C)cc1CN(C)C(=O)c1nn2c(c1Cl)NC(c1cccs1)CC2C(F)(F)F (centres undefined)	-8%	26%	-8%	?	4%&12%	-78*
CCn1c(COc2ccc3c(c2)CCCC3)nnc1SCC(=O)Nc1nccs1	2%	8%	4%	0%	-7%	73
CCn1c(SCC(=O)Nc2cccc(C)c2)nc2nc3c(cc2c1=O)COC(C)(C)C3	-3%	-8%	-8%	1%	?	-5
CCOC(=O)CSc1nnc(Cc2cc(=O)[nH]c(=O)[nH]2)n1-c1ccc(Cl)cc1	0%	20%	-8%	?	12%	/
CC(CN1CCCCC1)NC(=O)c1cccs1 (centres undefined)	5%	-3%	4%	-16%	9%	-4
C=CCOc1ccc(/C=N/NC(=O)C(C)Sc2ccccn2)cc1OC (centres undefined)	-5%	32%[activator]	0%	-6%	?	-32
Cc1cc(NC(=O)CCC(=O)N(c2ccc(C)c(F)c2)C(C(=O)NC2CCCC2)c2ccco2)no1 (centres undefined)	-3%	14%	10%	?	-14%	-2
Cc1cc(C)c2oc(C(=O)Nc3ccc(S(=O)(=O)N(C)c4ccccc4)cc3)cc(=O)c2c1	14%	/	/	13%	/	-3
O=C1CCNCCN1[C@H](CO)Cc1ccccc1	?	13%	1%	?	38%[activator]	-23
Cc1ccccc1CNC(=O)c1cc2cc(S(=O)(=O)N3CCCCC3)ccc2n1C	6%	/	/	-3%	/	20
COc1ccc(CNC(=O)c2cccc(NC(=O)N3CCSc4ncccc43)c2)cc1	-6%	/	/	-4%	/	?
O=S(=O)(Nc1ccc(-c2nc3ccccc3o2)cc1)c1ccccc1	7%[11.4 µM]	4%	6%	?	-7%	-15
CCc1ccccc1NC(=O)Nn1cnnc1	-14%	-8%	/	8%	8%	?
Cn1c(Cn2c(=O)sc3ccccc32)nnc1SCC(=O)N1CCc2ccccc21	5%	-4%	-2%	?	20%	26
Cc1ccc(CN(Cc2ccc(C)o2)C(=S)NCC(=O)O)cc1	-10%	2%[2.32 µM]	20%	?	2%	?
CC[C@]12c3[nH]c4cc(-c5ccco5)ccc4c3CCN1C(=O)[C@@H](CC(=O)NCCc1ccccn1)C[C@@H]2C(=O)N1CCN(C(=O)c2ccco2)CC1	/	29%	/	/	-9%	-3
COC(=O)COc1ccsc1C(=O)OC	0%	0%	3%	-1%	-7%	42
Cc1cc(/C=N/NC(=O)CC2(C)OCCO2)c(C)n1-c1cc(Cl)cc(Cl)c1	-19%	-2%	-1%	1%	5%	-7
COc1ccc(NC(=O)c2cccn2-c2nnc(N3CCCCC3)s2)cc1	2%	/	/	0%	/	31
Brc1cccc(-c2nnc3n2CCC3)c1	1%	-2%	0%	-10%	-9%	-8
COc1ccc(C2(c3ccc(OC)cc3)NC(=O)NC2=O)cc1	11%	12%	-3%	-8%	10%	4
CCCCn1c(N)c(N(C)C(=O)c2ccc(-n3cccn3)cc2)c(=O)[nH]c1=O	-1%	-7%	/	-5%	-4%	6
CSc1ccccc1C(=O)N1CCC(n2nccc2NC(=O)C(C)(C)C)CC1	-25%	0%	1%	-7%	29%	28
O=C(O)c1ccc(-c2cccc([N+](=O)[O-])c2)o1	35µM*	-17%	11%	-3%	16%	-30
Further results follow:
SMILES	Sm TGR block	AMA1-RON2 inh	FBPA Giardia inh	AmpC detergent	HCV inhibitor	HCMV inh
Cc1cc(=O)oc2cc(OCC(=O)N3CCN(C(=O)C4COc5ccccc5O4)CC3)ccc12 (centres undefined)	-12%	1%	/	-10%	18µM*	?
CC1CCN(C(=O)c2[nH]cnc2C(=O)N(C)Cc2ccccc2)CC1	-17%	-4%	/	-2%	-8%	-62*
O=C(CSc1cccc2cccnc12)N/N=C/c1ccncc1	-1%	-5%	?	-14%	20%	-6
CCOCCCNC(=O)C(=O)Nc1c2c(nn1-c1ccccc1)CSC2	-1%	/	/	1%	/	12
CC(=O)Nc1ccc(Sc2ncccc2C(=O)Nc2cc(Cl)cc(Cl)c2)cn1	3%	-11%	-27%	?	-9%	?
Cc1cc(C)c2sc(N(Cc3cccnc3)C(=O)CCS(=O)(=O)c3ccccc3)nc2c1	?	/	/	1%	/	0
COc1ccccc1OCC(=O)OCc1cc(-c2ccco2)on1	56µM*	-3%	/	-5%	-1%	-11
CC(C)(/C=N/NC(=O)CSCc1ccc(Cl)cc1)CCC#N	/	-7%	0%	0%	-3%	81
Cc1onc(-c2ccccc2Cl)c1C(=O)Nc1ccc2c(c1)OCO2	-4%	0%	1%	-6%	9%	3
Cc1cccn2c(=O)c(/C=C(\C#N)C(=O)NC3CCS(=O)(=O)C3)c(N3CC(C)OC(C)C3)nc12 (centres undefined)	4%	3%	-4%	6%	1%	-17
O=C(O)C1C2C=CC(C2)C1C(=O)NC1CCN(Cc2ccccc2)CC1 (centres undefined)	8%	-8%	10%	?	-9%	5
O=C(O)c1cccc(NC(=S)NC(=O)c2ccc(-c3ccc(Cl)cc3)o2)c1	20µM*	32%[activator]	-7%	6%	20%	15
CCN(CC1CCCO1)C(=O)c1cc(COc2cc(C)c(Cl)c(C)c2)on1 (centres undefined)	-19%	20%	-9%	?	-29%	33
Cc1ccc(-n2c(SCC(=O)N3CC(=O)Nc4ccccc43)nc3ccccc3c2=O)cc1C	-2%	-5%	2%	-3%	?	-80*
Cc1ccc(OCc2nc(-c3ccc(C(=O)NCc4ccc(OC(C)C)cc4)cc3)oc2C)cc1	-3%	/	/	-6%	/	-6
O=C(NCC1COc2ccccc2O1)C1CCN(S(=O)(=O)c2ccccc2)CC1 (centres undefined)	/	-2%	/	/	?	-19
Cc1ccc(Cl)cc1N1CCN(S(=O)(=O)c2cn(C)c(C)n2)CC1	-1%	/	/	-3%	/	-3
Cc1ccc(COc2ccc(/C=N/NC(=O)c3nnn(-c4nonc4N)c3COc3ccc(F)cc3)cc2)cc1	6%	-3%	6%	-13%	-4%	-3
CC1CCCCN1CCCNc1ccc(C(CC(N)=O)NC(=O)Cc2ccc(Br)cc2)cc1[N+](=O)[O-] (centres undefined)	-13%	-5%	15%	-18%	-5%	-18
CSc1nc(N)nc2c1ncn2CC(=O)NCc1ccccc1	/	5%	/	/	?	34

3 entries already listed, ordered by molecular weight, descending.
SMILES	Sm TGR block	AMA1-RON2 inh	FBPA Giardia inh	AmpC detergent	HCV inhibitor	HCMV inh
CCOCCCNC(=O)C(=O)Nc1c2c(nn1-c1ccccc1)CSC2	-1%	/	/	1%	/	12
O=C(O)C1C2C=CC(C2)C1C(=O)NC1CCN(Cc2ccccc2)CC1 (centres undefined)	8%	-8%	10%	?	-9%	5
CSc1nc(N)nc2c1ncn2CC(=O)NCc1ccccc1	/	5%	/	/	?	34

Screening results deposited in PubChem BioAssay by National Center for Advancing Translational Sciences (NCATS).
